GLP-1R agonist: GLP-1 receptor (human) agonism. P43220. HEK293 GLP-1R CRE-luciferase, luminescence, 4-6 h; cells express a hypersensitive GLP-1R form. Potency, µM (highest dose often 45.6 µM), for inactives: at the top dose activation, hits mostly activators. hit rate 0.007% among 380,000; also: potency is read from the fitted curve at half-maximal effect; % of control where 0% means no effect
Target sequence (P43220 whole entry, looked up): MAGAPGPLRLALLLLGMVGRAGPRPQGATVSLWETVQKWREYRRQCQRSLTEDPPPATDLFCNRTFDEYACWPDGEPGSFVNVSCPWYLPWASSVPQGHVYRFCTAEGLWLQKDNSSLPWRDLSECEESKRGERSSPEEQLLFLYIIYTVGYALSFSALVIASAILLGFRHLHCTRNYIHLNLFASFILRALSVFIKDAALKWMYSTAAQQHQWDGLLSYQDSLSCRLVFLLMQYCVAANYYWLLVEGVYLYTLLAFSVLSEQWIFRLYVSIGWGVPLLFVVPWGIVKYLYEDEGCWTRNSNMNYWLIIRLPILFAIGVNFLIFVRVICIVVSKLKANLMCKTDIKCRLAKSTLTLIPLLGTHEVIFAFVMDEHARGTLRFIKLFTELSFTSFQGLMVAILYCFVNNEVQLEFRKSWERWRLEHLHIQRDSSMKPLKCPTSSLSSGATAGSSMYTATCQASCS
IL-1B inflam inh: inflammasome signaling inhibition, IL-1 beta readout; activity change, % at 57.5 µM; THP-1 LPS/ATP IL-1B secretion, AlphaLISA, 16 h; active compounds read low; hit rate 4.7% among 360,000; in the data active = activity change below about -50%; inconclusive = mostly about -30% to -49%; also: % is scaled to controls: 0 for no effect and ±100 for the full control effect
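THP-1 cells pretreated 1 hr with compounds (up to 57.5 uM final), then stimulated with LPS (250 ng/mL final) plus ATP (1.25 mM final); secreted IL-1B measured by AlphaLISA after 16 hr, decreased signal indicating inhibition.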
KB-V1 cytotox: kills drug-selected multidrug resistant KB-V1 cells | KB-V1 MDR cells viability, CellTiter-Glo, 72 h | Potency, µM (doses to about 46.1 µM), without a hit: top-dose activity change, negative = cytotoxicity, actives largely listed as cytotoxic | hit rate 3.4% among 400,000; also: potency is read from the fitted curve at half-maximal effect; % is scaled to controls: 0 for no effect and ±100 for the full control effect; nearly all actives have a fitted effect of over 60% in size
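Readout: CellTiter-Glo luminescence, 10 min after addition. Cells: KB-V1 MDR subline, 72 h at 37 degrees C with compound. Analysis: corrected, normalized data fitted to concentration-effect curves.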
KB-3-1 tox: KB-3-1 parental cell cytotoxicity. KB-3-1 viability, CellTiter-Glo ATP luminescence, 72 h. Potency, µM (highest dose often 46.1 µM), for inactives: top-dose activity change, negative = cytotoxic, usual class: cytotoxic. hit rate 1.4% among 400,000. AID 1347075; also: potency is read from the fitted curve at half-maximal effect; % is scaled to controls: 0 for no effect and ±100 for the full control effect; nearly all actives have a fitted effect of over 60% in size
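KB-3-1 cells, DMEM (no phenol red) + 10% FBS; compound by pin transfer, 72 h, 37 °C. Readout: CellTiter-Glo luminescence after 10 min. Data normalized, curve-fitted.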
DRD3 agonist: activates the human D3 dopamine receptor; P35462; D3R DiscoveRx beta-arrestin cells, luminescence, 90 min; max activation, %; hit rate 0.58% among 410,000; in the data active = max activation above about 30%; also: 0% is about no effect; mostly tested at two doses, the higher about 12 µM
Target sequence (P35462 whole entry, looked up): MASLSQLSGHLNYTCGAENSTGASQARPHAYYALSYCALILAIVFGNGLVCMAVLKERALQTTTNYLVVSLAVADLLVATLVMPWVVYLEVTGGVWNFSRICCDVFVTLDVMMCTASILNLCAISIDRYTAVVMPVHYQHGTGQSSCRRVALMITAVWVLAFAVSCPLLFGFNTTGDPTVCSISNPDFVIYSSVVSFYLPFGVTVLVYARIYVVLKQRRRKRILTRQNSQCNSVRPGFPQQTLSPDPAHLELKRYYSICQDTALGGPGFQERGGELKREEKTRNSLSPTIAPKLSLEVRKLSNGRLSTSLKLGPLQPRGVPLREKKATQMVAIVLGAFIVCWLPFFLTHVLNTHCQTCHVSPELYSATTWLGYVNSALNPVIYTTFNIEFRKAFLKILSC
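Cells at 1500/well, incubated overnight, then treated with pinned compounds (dopamine as control) for 90 min at 37 degrees C. DiscoveRx reagent added for 30 - 60 minutes at room temperature; luminescence read.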
HT1080-NT tox: kills 2HG-producing HT-1080-NT fibrosarcoma cells; hit rate 1.6% among 360,000; HT-1080-NT fibrosarcoma viability, CellTiter-Glo ATP luminescence, 48 h; Potency, µM (highest dose often 46.1 µM), inactives show top-dose activity, negative = less viability, hits mostly cytotoxic;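 also: NT is the 2HG producing partner of a matched IDH1 knockdown line; potency is read from the fitted curve at half-maximal effect; 0% = DMSO-treated cells and -100% = media-only wells without cells; nearly all actives have a fitted effect of over 55% in size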
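Fibrosarcoma NT cells, 750 per well in 5% FBS RPMI, were exposed to compound for 48 hours. Viability: CellTiter-Glo luminescence.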
DRD3 antagonist: D3 dopamine receptor (human) antagonism. AID 652054. max response, negative = inhibition, %. hit rate 2.5% among 360,000. D3R cells, DiscoveRx beta-arrestin luminescence, antagonist mode; active compounds read low. P35462; in the data active = max response below about -50%; inconclusive = no clear call, values can overlap the other calls; also: % is scaled to controls: 0 for no effect and ±100 for the full control effect; mostly tested at two doses, the higher about 12 µM
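Cells plated overnight at 1500 cells/well, then exposed to library compounds with dopamine controls for 90 minutes at 37 degrees C. DiscoveRx reagent added for 30–60 minutes at room temperature; luminescence read, quantitative HTS format.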
HT1080 IDH1KD tx: HT-1080 IDH1 knockdown cell toxicity (counter line) | Potency, µM (titrated, usually from 46.1 µM), without a hit: top-dose activity, negative = toxicity, hits mostly cytotoxic | HT-1080 IDH1 knockdown viability, ATP luminescence, 48 h | hit rate 2% among 360,000;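 also: potency is read from the fitted curve at half-maximal effect; 0% = DMSO wells and -100% = cell-free medium wells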
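Assay cells: HT-1080 with IDH1 knockdown, 750 per well, RPMI/5% FBS. Exposure: 48 h at 37 °C following 2 h pre-incubation. Read: CellTiter-Glo luminescence; fitted concentration-response, curve class assigned.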
SW480 rerep: inducers of DNA re-replication in SW480 colon cancer cells. hit rate 1.8% among 340,000. SW480 DNA re-replication, Hoechst DNA content imaging, 48 h. Potency, µM (doses to about 46.1 µM), for inactives: top-dose re-replication activation, actives largely listed as activators. AID 624297; also: potency is read from the fitted curve at half-maximal effect; % of control where 0% means no effect; nearly all actives have a fitted effect of over 55% in size
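DNA re-replication was detected as more nuclei of elevated Hoechst intensity after 48 hr exposure to compound (23 nL pinned per well of 250 cells).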
* marks the source's active call; other numbers are inactive results; & = joins results of further samples; [ ] = another dose, or the depositor's remark. Unless noted, calls follow the shape of the dose curve; as a rule, active = well fitted curve in the direction sought with a large enough effect; inconclusive = small, poorly fitted or top-dose-only effect, or another doubt; inactive = no such curve, though single readings can be large; an effect the other way counts as inactive or inconclusive. An unsorted share of the library (roughly 12% active in at least one column).

Screening COCCNC(=O)CSc1nc2ccccc2c2nc(C)nn12 returned GLP-1R agonist 2%, IL-1B inflam inh -4, KB-V1 cytotox 0%, KB-3-1 tox -4%, DRD3 agonist 11, HT1080-NT tox 0%, DRD3 antagonist 9, HT1080 IDH1KD tx 1% and SW480 rerep -14%.
`Clc1ccccc1-c1nc(/C=N/N2CCOCC2)c2ccccn12` gave GLP-1R agonist 27%, IL-1B inflam inh 25, KB-V1 cytotox -15%, KB-3-1 tox inconclusive, DRD3 agonist 5, HT1080-NT tox 13%, DRD3 antagonist -9, HT1080 IDH1KD tx 8% and SW480 rerep -2%.
`CCOC(=O)c1cc(C(=O)c2cccs2)n2ccc(C(C)=O)cc12` gave GLP-1R agonist 7%, IL-1B inflam inh -5, KB-V1 cytotox -2%, KB-3-1 tox -30%, DRD3 agonist -10, HT1080-NT tox 1%, DRD3 antagonist 8, HT1080 IDH1KD tx 1% and SW480 rerep 11%.
O=C(CSc1ccc2ccccc2n1)N/N=C/c1ccc(O)cc1 was read as GLP-1R agonist 8%, IL-1B inflam inh 56, KB-V1 cytotox -3%, KB-3-1 tox -1%, DRD3 agonist 2, HT1080-NT tox inconclusive, DRD3 antagonist 23, HT1080 IDH1KD tx inconclusive and SW480 rerep -9%.
Screening Cc1ccc(/C=C/C(=O)c2ccccc2O)cc1 returned GLP-1R agonist 4%, IL-1B inflam inh -102*, KB-V1 cytotox 24%, KB-3-1 tox -4%, DRD3 agonist -9, HT1080-NT tox inconclusive, DRD3 antagonist -24, HT1080 IDH1KD tx inconclusive and SW480 rerep inconclusive.
Screening CCN(CC)CCNC(=O)c1ccc(NC(=O)/C=C/c2ccc3ccccc3n2)cc1 returned GLP-1R agonist 3%, DRD3 agonist -43, HT1080-NT tox -11%, DRD3 antagonist inconclusive, HT1080 IDH1KD tx -25% and SW480 rerep inconclusive.
`O=C(COC(=O)COc1ccc(Cl)cc1)NC1CCCCCC1` gave GLP-1R agonist -5%, IL-1B inflam inh 3, KB-V1 cytotox 24%, KB-3-1 tox 0%, DRD3 agonist 5, HT1080-NT tox 3%, DRD3 antagonist 22, HT1080 IDH1KD tx 14% and SW480 rerep -8%.
COc1ccc(C2/C=C\CN(CC(C)(C)C)CC(=O)N2Cc2ccc(F)cc2)cc1 (configuration not stated) was read as GLP-1R agonist -5%, IL-1B inflam inh -11, KB-V1 cytotox -28%, KB-3-1 tox -19%, DRD3 agonist -6, HT1080-NT tox 2%, DRD3 antagonist inconclusive, HT1080 IDH1KD tx -2% and SW480 rerep -6%.
Screening Cc1ccc(NC(=O)COC(=O)c2ccc([N+](=O)[O-])o2)cc1S(=O)(=O)N1CCCCCC1 returned GLP-1R agonist -3%, IL-1B inflam inh -19, KB-V1 cytotox 6%, KB-3-1 tox 0%, DRD3 agonist 2, HT1080-NT tox 8%, DRD3 antagonist 4, HT1080 IDH1KD tx 13% and SW480 rerep -20%.
Screening CC(=O)N/C(=C\c1ccccc1)C(=O)OC(C)C(=O)N(C)c1ccccc1 (configuration not stated) returned GLP-1R agonist 2%, IL-1B inflam inh 3, KB-V1 cytotox 17%, KB-3-1 tox 3%, DRD3 agonist 0, HT1080-NT tox -4%, DRD3 antagonist -13, HT1080 IDH1KD tx 2% and SW480 rerep -131%[inhibitor].
Screening COc1ccc(-c2cn(Cc3ccc4ccccc4c3)nn2)cc1 returned GLP-1R agonist 14%, IL-1B inflam inh 17, KB-V1 cytotox -7%&1%, KB-3-1 tox 3%&7%, DRD3 agonist 6, HT1080-NT tox 20%, DRD3 antagonist -10, HT1080 IDH1KD tx 0% and SW480 rerep -16%.
`Cc1ccc(CNC(=O)c2c(O)nc3cc(C)ccn3c2=O)cc1` gave GLP-1R agonist -4%, KB-V1 cytotox -18%, KB-3-1 tox -4% and DRD3 agonist 4.

Quoted at random: 2 compounds from above, in no set order.
`Cc1ccc(CNC(=O)c2c(O)nc3cc(C)ccn3c2=O)cc1` gave GLP-1R agonist -4%, KB-V1 cytotox -18%, KB-3-1 tox -4% and DRD3 agonist 4.
Screening COc1ccc(-c2cn(Cc3ccc4ccccc4c3)nn2)cc1 returned GLP-1R agonist 14%, IL-1B inflam inh 17, KB-V1 cytotox -7%&1%, KB-3-1 tox 3%&7%, DRD3 agonist 6, HT1080-NT tox 20%, DRD3 antagonist -10, HT1080 IDH1KD tx 0% and SW480 rerep -16%.

(more compounds)
Screening Cc1ccccc1CSCCNC(=O)CSCc1ccc([N+](=O)[O-])cc1 returned GLP-1R agonist 0%, IL-1B inflam inh 0, KB-V1 cytotox 16µM*, KB-3-1 tox 2%, DRD3 agonist -7, HT1080-NT tox -2%, DRD3 antagonist -14, HT1080 IDH1KD tx -2% and SW480 rerep -13%.
Screening CC(C)(C)c1nnc(NC(=O)c2cccnc2)s1 returned GLP-1R agonist -2%, IL-1B inflam inh 10, KB-V1 cytotox -4%, KB-3-1 tox 0%, DRD3 agonist 1, HT1080-NT tox -5%, DRD3 antagonist -25, HT1080 IDH1KD tx -9% and SW480 rerep inconclusive.
Screening O=C(NCC1CCCO1)C(c1cccs1)N(Cc1ccccc1Cl)C(=O)c1ccc(-c2ccccc2)[nH]1 (configuration not stated) returned GLP-1R agonist -16%, IL-1B inflam inh inconclusive, KB-V1 cytotox 4.1µM*, KB-3-1 tox 10%, DRD3 agonist -7, HT1080-NT tox -19%, DRD3 antagonist inconclusive, HT1080 IDH1KD tx inconclusive and SW480 rerep inconclusive.
`O=[N+]([O-])c1ccc(SCCc2ccccn2)cc1` gave GLP-1R agonist 5%, IL-1B inflam inh -7, KB-V1 cytotox 0%, KB-3-1 tox -1%, DRD3 agonist 8, HT1080-NT tox 0%, DRD3 antagonist 2, HT1080 IDH1KD tx -19% and SW480 rerep -8%.
C[C@H]1CN([C@@H](C)CO)S(=O)(=O)c2ccc(Br)cc2O[C@H]1CN(C)C(=O)Cc1ccccn1 was read as GLP-1R agonist 3%, IL-1B inflam inh -9, KB-V1 cytotox -7%, KB-3-1 tox -9%, DRD3 agonist -5, HT1080-NT tox 11%, DRD3 antagonist 9 and HT1080 IDH1KD tx -3%.
`Cc1cccc(C)c1NC(=O)C1(NC(=O)Cn2cccc([N+](=O)[O-])c2=O)CCCCC1` gave GLP-1R agonist 6%, IL-1B inflam inh -3, KB-V1 cytotox 0%, KB-3-1 tox -5%, DRD3 agonist -3, HT1080-NT tox -1%, DRD3 antagonist -19, HT1080 IDH1KD tx -3% and SW480 rerep 13%.
`CN(C1CCCCC1)S(=O)(=O)c1ccc(-n2cnnn2)cc1` gave GLP-1R agonist 16%, IL-1B inflam inh 3, KB-V1 cytotox -13%, KB-3-1 tox -6%, DRD3 agonist -4, HT1080-NT tox -3%, DRD3 antagonist -10, HT1080 IDH1KD tx -3% and SW480 rerep -17%.
Screening N/C(CN1CCCC1=O)=N\OC(=O)c1ccccc1Cl returned GLP-1R agonist -7%, IL-1B inflam inh 13, KB-V1 cytotox 0%, KB-3-1 tox 9%, DRD3 agonist -3, HT1080-NT tox 12%, DRD3 antagonist 15, HT1080 IDH1KD tx 6% and SW480 rerep -1%.
Cc1ccc(C(=O)NCCN2C3=NC[C@H](C)N3C[C@H]2Cc2ccc(O)cc2)cc1Br was read as GLP-1R agonist 11%, IL-1B inflam inh -20, KB-V1 cytotox -5%, KB-3-1 tox -30%, DRD3 agonist -62, HT1080-NT tox -1%, DRD3 antagonist -58*, HT1080 IDH1KD tx 1% and SW480 rerep -6%.
Cc1c(C(=O)NC2CC(=O)N(c3ccc4c(c3)OCCO4)C2)cccc1[N+](=O)[O-] (configuration not stated) was read as GLP-1R agonist 10%, IL-1B inflam inh 7, KB-V1 cytotox -1%, KB-3-1 tox 15%, DRD3 agonist 0, HT1080-NT tox 9%, DRD3 antagonist 1, HT1080 IDH1KD tx 10% and SW480 rerep -40%[inhibitor].
Screening CC(C)N(Cc1nc(-c2ccccc2)no1)S(=O)(=O)c1ccccc1 returned GLP-1R agonist 18%, IL-1B inflam inh -20, KB-V1 cytotox -30%, KB-3-1 tox 0%, DRD3 agonist 0, HT1080-NT tox -8%, DRD3 antagonist -16, HT1080 IDH1KD tx -6% and SW480 rerep -2%.
CCCCc1ccc(-c2csc(/C(C#N)=C/c3ccc(C)o3)n2)cc1 was read as GLP-1R agonist 9%, IL-1B inflam inh -7, KB-V1 cytotox 7%, KB-3-1 tox 0%, DRD3 agonist 1, HT1080-NT tox 23%, DRD3 antagonist -3, HT1080 IDH1KD tx 3% and SW480 rerep 0%.
Screening COc1ccccc1N(C)S(=O)(=O)c1ccc(C(=O)OCC(=O)NCc2cccs2)cc1 returned GLP-1R agonist 2%, IL-1B inflam inh 9, KB-V1 cytotox 18%, KB-3-1 tox 13%, DRD3 agonist -7, HT1080-NT tox 2%, DRD3 antagonist -5, HT1080 IDH1KD tx 10% and SW480 rerep -13%.
`Cc1ccc(S(=O)(=O)N2[C@@H](CO)CO[C@H]2CC(=O)c2ccc(F)cc2)cc1` gave IL-1B inflam inh -6, KB-V1 cytotox -18%, KB-3-1 tox 2%, DRD3 agonist 0, HT1080-NT tox 1%, DRD3 antagonist 4 and HT1080 IDH1KD tx -1%.
`O=c1[nH]c(/C=C/c2ccccn2)nc2ccccc12` gave GLP-1R agonist -4%, IL-1B inflam inh -81*, KB-V1 cytotox 0%, KB-3-1 tox -16%, DRD3 agonist -4, HT1080-NT tox -10%, DRD3 antagonist -12, HT1080 IDH1KD tx -5% and SW480 rerep inconclusive.
Screening CC(C)CC(=O)Nc1ccc2c(c1)OCO2 returned GLP-1R agonist 4%, IL-1B inflam inh -12, KB-V1 cytotox 0%, KB-3-1 tox 8%, DRD3 agonist 0, HT1080-NT tox 4%, DRD3 antagonist 9, HT1080 IDH1KD tx 4% and SW480 rerep 3%.
`CN(C)/C=C1\N=C(c2ccccc2)OC1=O` gave GLP-1R agonist 18%, IL-1B inflam inh -26, KB-V1 cytotox 10%, KB-3-1 tox 10%, DRD3 agonist -1, HT1080-NT tox 26%, DRD3 antagonist -1, HT1080 IDH1KD tx 16% and SW480 rerep -2%.

Screening results (PubChem)
